# RXFP1 agonist = qHTS Assay for Agonists of the Relaxin Receptor RXFP1. Relaxin receptor 1 (Homo sapiens), Q9HBX9. HEK293T-RXFP1 cAMP TR-FRET, 30 min; response scale: percent of porcine relaxin response, buffer zero. Potency, µM (doses to about 57.5 µM), for the others: at the highest dose activation, actives largely listed as activators. 370,000 compounds, 0.3% hits; active = well fitted activation curve with a large enough effect; inconclusive = small, poorly fitted or top-dose-only effect; note: potency is the fitted concentration of half-maximal effect; % is set by controls: 0 for no effect and ±100 for the full control effect; nearly all actives have a fitted effect of over 60% in size; many of its hits are not listed in these tables
#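 Agonist response is measured as cAMP accumulation in an RXFP1-transfected HEK293T line under PDE4 inhibition. Values are scaled between buffer-only and 29 nM porcine relaxin, and EC50s come from standard Hill equation fits.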
# TRHR PAM = qHTS for Small Molecule Agonists and Allosteric Enhancers of Human TRH Receptor: Primary Screen for Enhancers; AID 493056, 2011; Thyrotropin-releasing hormone receptor (Homo sapiens), P34981; enhancement, % at 2 µM; TRHR cells, fluo-8 calcium fluorescence, EC20 TRH enhancement; 360,000 compounds, 0.66% hits; in the data active = enhancement above about 30%; note: 0% is about no effect
# Target sequence (P34981 whole entry, looked up): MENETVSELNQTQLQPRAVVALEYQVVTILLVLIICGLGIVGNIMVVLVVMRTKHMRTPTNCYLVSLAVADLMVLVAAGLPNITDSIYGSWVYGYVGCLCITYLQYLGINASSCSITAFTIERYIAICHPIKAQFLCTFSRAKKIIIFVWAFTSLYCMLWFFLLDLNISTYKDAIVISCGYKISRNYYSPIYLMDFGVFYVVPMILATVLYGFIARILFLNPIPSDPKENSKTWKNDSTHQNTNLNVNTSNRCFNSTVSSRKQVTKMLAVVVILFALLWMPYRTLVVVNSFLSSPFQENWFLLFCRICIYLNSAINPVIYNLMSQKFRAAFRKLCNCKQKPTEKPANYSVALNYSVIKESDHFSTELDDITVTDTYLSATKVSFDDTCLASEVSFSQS
#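 Enhancer read-out: after compound pinning and an initial kinetic agonist-mode read, an EC20 of TRH (10 nM final) was injected and fluo-8 calcium signal (Ex 480/Em 530) followed at 1 s/cycle for 100 cycles in TRHR-expressing cells.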
# D1 antagonist = Antagonist of Human D 1 Dopamine Receptor: qHTS. HEK293 TREx D1 cells, calcium flux, dopamine EC80; active compounds read low. 360,000 compounds, 3.2% hits. D(1A) dopamine receptor (Homo sapiens), P21728. activity change, negative = inhibition, % at 10 µM. AID 504652, 2011; in the data active = activity change below about -30%; note: % is set by controls: 0 for no effect and ±100 for the full control effect
#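 Allosteric or orthosteric antagonism assessed as attenuation of the calcium response to EC80 dopamine, added 180 s after compound, in induced HEK293 Trex D1 cells loaded with no-wash calcium dye.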
# D2 antag = HTS Assay for Allosteric Antagonists of the Human D2 Dopamine Receptor: Primary Screen for Antagonists | 340,000 compounds, 2% hits | HEK293 TREx D2 cells, calcium flux, dopamine EC80 | AID 485344, 2010 | inhibition, % at 10 µM; in the data active = inhibition above about 30%; note: 0% is about no effect
# Target sequence (P14416 whole entry, looked up): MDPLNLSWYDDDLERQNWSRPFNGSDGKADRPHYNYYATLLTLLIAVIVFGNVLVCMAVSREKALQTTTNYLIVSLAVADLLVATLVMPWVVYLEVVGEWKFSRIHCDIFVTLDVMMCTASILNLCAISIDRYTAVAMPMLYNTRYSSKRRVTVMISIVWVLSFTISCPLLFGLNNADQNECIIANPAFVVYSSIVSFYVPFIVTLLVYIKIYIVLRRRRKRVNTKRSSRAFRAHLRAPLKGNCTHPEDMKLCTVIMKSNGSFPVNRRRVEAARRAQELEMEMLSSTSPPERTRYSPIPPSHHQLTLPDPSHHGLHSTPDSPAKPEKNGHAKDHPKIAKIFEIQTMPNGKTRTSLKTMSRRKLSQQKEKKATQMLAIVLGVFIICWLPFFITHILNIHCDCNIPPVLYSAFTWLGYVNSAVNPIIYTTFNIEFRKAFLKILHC
#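 Overnight-induced (tetracycline, 30 C) HEK293 T-REx cells carrying force-coupled D2 receive a no-wash calcium dye, then compound, then EC80 dopamine at 180 s; signals are read kinetically throughout.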
# D1 potentiator = Potentiators of Human D1 Dopamine Receptor: qHTS; HEK293 TREx D1 cells, calcium flux, dopamine EC20 potentiation; potentiation, % at 10 µM; 360,000 compounds, 0.036% hits; AID 504651, 2011; in the data active = potentiation above about 30%; note: 0% is about no effect
# RXFP1 antagonist = qHTS Assay for Antagonists of the Relaxin Receptor RXFP1 | Relaxin receptor 1 (Homo sapiens), Q9HBX9 | AID 1259400, 2018 | 350,000 compounds, 0.59% hits | HEK293-RXFP1, relaxin-stimulated cAMP HTRF, 30 min; active compounds read low | activity change, negative = inhibition, % at 57.5 µM;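 active = activity change of -60% or lower, but not beyond a set lower limit; inconclusive = change between -60% and -40%, or beyond the set limit; inactive = change above -40%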; note: % is set by controls: 0 for no effect and ±100 for the full control effect
# D2 agonist = HTS Assay for Allosteric Agonists of the Human D2 Dopamine Receptor: Primary Screen for Agonists. D(2) dopamine receptor (Homo sapiens), P14416. HEK293 T-REx D2 cells, calcium flux agonist mode. activation, % at 2 µM. 340,000 compounds, 0.53% hits;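 active = activation over 3 SD above normal in the single-dose calcium agonist read, cut at about 30% in these data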; note: 0% is about no effect
#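 Calcium-flux readout, 1 cycle/sec over 180 s following compound pin transfer, in inducible HEK293 Trex D2 cells (force-coupled); dopamine controls included. Positive calcium responses during this window marked compounds as potential agonists.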
# D2 potentiator = HTS Assay for Positive Allosteric Modulators of the Human D2 Dopamine Receptor: Primary Screen for Potentiators; AID 485347, 2010; potentiation, % at 10 µM; HEK293 T-REx D2, calcium flux, EC20 dopamine potentiation; 340,000 compounds, 0.34% hits;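 active = potentiation over 3 SD above the plate norm, cut at about 30% in these data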; note: 0% is about no effect
#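 Tetracycline-induced HEK293 T-REx cells force-coupled to calcium signalling expressed D2; compounds were pin-added after a 10 s baseline, read kinetically 180 s, then an EC20 dopamine challenge followed with a further 180 s calcium read.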
# D1 agonist = Allosteric Agonists of the Human D1 Dopamine Receptor: qHTS. D(1A) dopamine receptor (Homo sapiens), P21728. HEK293 T-REx D1 cells, calcium flux, agonist mode. activation, % at 2 µM. 360,000 compounds, 1% hits. AID 504660, 2011; in the data active = activation above about 30%; note: 0% is about no effect
#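 Agonism was scored from calcium flux recorded over 180 s (1 read/s) after pintool compound addition, following a 10-cycle baseline. Cells were inducible force-coupled HEK293 TREx D1, plated overnight at 30 C and loaded with no-wash calcium dye.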
# Starred values were filed as active, the others as inactive; u = inconclusive; x = not tested or not shown; & = joins results of further samples. Only part of the results is shown; count on the stated rates, not on these rows.
SMILES	D2 potentiator	TRHR PAM	RXFP1 antagonist	D1 antagonist	D2 antag	D2 agonist	RXFP1 agonist	D1 agonist	D1 potentiator
Cc1cc(NC(=O)CCC2COc3ccccc3O2)no1 (stereo not given)	-7	-11	3	-2	17	0.0	0.7%	1	-3
COC(=O)C1(C(=O)OC)NOC2C(=O)N(c3ccccc3)C(=O)C21 (stereo not given)	x	3	-1	9	x	x	0.4%	1	-5
Cc1ccc(C)c(NC(=O)C2CCCN(S(=O)(=O)c3c(C)noc3/C=C/N(C)C)C2)c1 (stereo not given)	-11&5	11&9	u	5&4	37*	-1.1	3.7%&1.0%	3&6	-1&-2
COc1ccc(Cl)cc1NC(=O)CN1C(=O)CCS(=O)(=O)c2ccccc21	9	4	-4	10	2	0.6	1.0%	0	-6
Cc1ccc2cc3cc(C(=O)NCCC(C)C)oc3nc2c1	8	6	5	-11	-6	0.3	-0.4%	0	0
CCCCNC(=O)c1ccc(CS(=O)(=O)c2ccc(C)cc2)o1	7	-1	-3	2	-3	0.4	0.3%	0	-7
S=C(NCCC1=CCCCC1)NCc1ccco1	4	3	-23	x	-7	-0.6	-0.2%	0	-5
CCN1CCN(c2nc(N)c([N+](=O)[O-])c(Nc3ccc(C)c(C)c3)n2)CC1	-6	3	-9	-9	-2	0.2	-0.3%	4	-6
COc1ccc(C(=O)N/N=C(\CCC(=O)O)c2ccc(C(C)(C)C)cc2)cc1OC	1	4	-7	-12	4	2.0	3.5%	3	2
CCN1CCN(C(=O)c2cn(CC)c3ccc(S(=O)(=O)N(C)C)cc3c2=O)CC1	1	-19	-9	-2	9	-0.7	0.7%	6	0
c1cc2c(c(NCc3ccncc3)c1)CCCC2	5	4	-5	-16	-8	-0.3	-0.1%	9	-5
Cc1cccc(N=C2Sc3nc4c(C)c(C)ccc4cc3CN2CCN2CCOCC2)c1	16	1	-1	61	3	0.5	0.2%	4	11
O=S(=O)(c1cccc(-c2csc(-c3ccccc3)n2)c1)N1CCOCC1	-7	0	-13	-14	2	0.4	3.1%	3	-6
CCCN(CCO)Cc1cccc(Oc2ccccc2)c1	-4	3	20	-1	-9	0.1	0.4%	1	0
O=C(CN1C(=O)C2CC=CCC2C1=O)Nc1nc2ccccc2[nH]1 (stereo not given)	0	-3	1	6	2	-0.5	1.4%	2	-8
COc1ccc(CNC(=O)c2ccc(NS(=O)(=O)c3ccc4[nH]c(=O)[nH]c4c3)cc2)cc1OC	-7	-9	3	-2	-23	-2.6	-1.7%	-1	-2
COc1cccc(/C=C/C(=O)NCc2ccc(S(N)(=O)=O)cc2)c1	-3	4	-7	7	-6	0.0	1.8%	4	-3
CN(C)c1cc(Cl)c2nonc2c1N	0	-9	-11	-4	11	-0.3	-0.3%	-1	9
CCC(=O)Nc1ccc(C(=O)COC(=O)C(CCSC)NC(=O)COc2ccccc2)cc1 (stereo not given)	6	-6	-10	2	0	-0.7	0.2%	6	0
CCOc1cc(C)c(Cl)cc1S(=O)(=O)NC1CC(C)(C)NC(C)(C)C1	1	3	1	7	-4	-0.2	3.2%	1	-4
COc1ccc(-c2ccc(-c3nnn(CC(=O)N4CCOCC4)n3)cc2)cc1	5	17	-7	-7	1	0.3	-0.5%	9	-6
CCOc1ccccc1C(=O)NCC(=O)N(C)Cc1cccnc1	5	9	12	17	-23	1.1	1.1%	-2	-1
Cc1ccc(S(=O)(=O)NCC(c2ccco2)S(=O)(=O)c2ccccc2)cc1 (stereo not given)	-7	6	-2	-10	-2	-0.6	1.0%	12	-9
NC(=O)c1nn(-c2ccccc2)c(=O)cc1O	1	4	-6	4	13	-0.3	3.8%	1	-1
O=C(Nc1cc(S(=O)(=O)N2CCOCC2)ccc1N1CCOCC1)c1cccs1	16	-3	2	-5	-37	0.0	7.0%	1	-2
CCOC(=O)c1cnc(-n2nc(C)cc2C)nc1NNc1cc(C)nc(-c2ccccc2)n1	2	4	-9	-6	-21	-0.2	1.9%	3	0
Cc1ccc(C)c(CN2C(=O)c3ccccc3S(=O)(=O)c3ccc(C(=O)Nc4cc(F)ccc4F)cc32)c1	-5	1	x	-6	x	1.4	0.2%	2	-1
COc1ccc(S(=O)(=O)NCC(=O)N(CC(=O)NCc2ccco2)Cc2ccc(F)cc2)cc1	6	-9	-2	-8	-7	-1.0	1.5%	7	x
COC(=O)C1=CN(C(C)C)C=C(C(=O)OC)C1c1cccc(OC)c1	-3	-5	x	-27	-14	-0.9	7.0%	2	-3
COCCC(=O)N1CCC(n2nccc2NC(=O)c2ccccc2C)CC1	-6	-3	4	-28	0	0.3	-1.1%	0	-16

# Already shown: entries from further up.
SMILES	D2 potentiator	TRHR PAM	RXFP1 antagonist	D1 antagonist	D2 antag	D2 agonist	RXFP1 agonist	D1 agonist	D1 potentiator
COc1ccc(-c2ccc(-c3nnn(CC(=O)N4CCOCC4)n3)cc2)cc1	5	17	-7	-7	1	0.3	-0.5%	9	-6
CCOc1ccccc1C(=O)NCC(=O)N(C)Cc1cccnc1	5	9	12	17	-23	1.1	1.1%	-2	-1
Cc1ccc(S(=O)(=O)NCC(c2ccco2)S(=O)(=O)c2ccccc2)cc1 (stereo not given)	-7	6	-2	-10	-2	-0.6	1.0%	12	-9

# (cont.)
SMILES	D2 potentiator	TRHR PAM	RXFP1 antagonist	D1 antagonist	D2 antag	D2 agonist	RXFP1 agonist	D1 agonist	D1 potentiator
CC(C)C(C)NC(=O)COC(=O)c1cc(S(=O)(=O)N(C)C)ccc1N1CCCC1 (stereo not given)	-8	5	x	-28	9	1.0	1.0%	3	-5
COc1cccc2c1OC1(C)CC2NC(=O)N1c1cccc(C(=O)N2CCN(c3ccccc3)CC2)c1 (stereo not given)	1	0	-19	-8	-16	1.9	2.6%	1	-8
O=C(CNC(=O)c1ccc(Br)o1)NNC(=O)c1cccc(Cl)c1	0	-1	-2	8	19	0.3	-0.2%	2	-2
Cc1cccc(OCCSc2nc3ccccc3n2CC(=O)O)c1	-9	2	9	-15	-13	0.2	-2.1%	0	-11
Cc1nc2ccn(Cc3cccnc3)c(=O)c2cc1C(=O)NCc1ccccc1	-12	4	-10	-3	x	-0.4	0.8%	0	-3
O=C1c2oc3ccc(F)cc3c(=O)c2C(c2cccc([N+](=O)[O-])c2)N1CCCN1CCOCC1 (stereo not given)	8	1	-2	-7	x	-1.1	-0.3%	5	-1
CC1(C)CC(=O)c2c(oc3ccc(NS(=O)(=O)c4ccc(C(=O)O)cc4)cc23)C1	-6	-1	-34	10	10	2.6	2.5%	3	-4
Cc1cccc(N(Cc2ccccc2)C(=O)C2CCN(C(=O)c3ccccc3C)CC2)c1	0	8	1	-3	-55	-0.1	0.0%	2	x
CCOc1ccc(CSC(CC(=O)O)C(=O)O)cc1 (stereo not given)	9	7	13	3	-9	0.4	-0.2%	1	1
COc1cc(SC)ccc1C(=O)OCC(=O)NCCNC(=O)COC(=O)c1ccc(SC)cc1OC	-1	0	0	0	0	-0.2	-0.9%	1	-3
O=C(CSc1nnc(-c2c[nH]c3ccccc23)o1)c1ccccc1	-3	-4	-13	-10	-1	-0.2	0.1%	2	-1
Cc1[nH]c(=O)[nH]c(=O)c1S(=O)(=O)N1CCCC(C(=O)NCCc2ccccc2)C1 (stereo not given)	11	3	-7	-12	-8	0.0	-0.3%	-1	0
COc1cccc(N2CCN(C(=O)c3ccc4nc(N5CCCCC5)sc4c3)CC2)c1	5	10	x	8	13	0.6	-0.9%	0	x
CC(=O)Nc1ccc(-c2csc(NCc3ccccc3)n2)cc1	8	-3	-14	-21	1	0.5	1.6%	1	-1
CS(=O)(=O)NCc1nnc(SCc2c(F)cccc2Cl)o1	-7	2	-14	-10	0	-0.5	-2.0%	0	-4
COc1ccc(Oc2ccc(C(F)(F)F)cc2NC(=O)c2ccc(F)cc2)cc1	4	5	-11	12	-7	-0.8	7.3%	10	-6
N#CC1=C(N)OC2=C(C(=O)CCC2)C12CCC1(CC2)OCCO1	x	-7	23	-3	x	x	0.2%	1	-5
CN=C1C=C/C(=N/N=c2\ccn(O)cc2C)C=C1C	5	-2	-6	-18	4	1.3	-5.7%	0	-9
CC(=O)Nc1ccc(/C(C)=N/Nc2nc(N3CCOCC3)nc(N3CCOCC3)n2)cc1	7	-3	-5	17	9	1.0	2.2%	3	-2
CCN(CC)CCCNC(=O)CSc1nc(-c2cccs2)cc(C(F)(F)F)n1	3	-1	9	-15	-13	1.3	2.6%	0	-3
COc1ccccc1NC(=O)CCn1cnc2ccccc2c1=O	-5	-4	13	18	x	0.9	2.5%	2	7
CCN(CC(=O)Nc1ccc(NC(C)=O)cc1)C(=O)CCCc1c[nH]c2ccccc12	-1	13	-7	-28	-20	0.6	0.4%	0	-1
Cc1ccc(CN(C(=O)COc2cccc(C)c2C)C2CCS(=O)(=O)C2)o1 (stereo not given)	2	-4	-7	1	7	0.3	2.2%	2	-7
Cc1ccc(-c2nn(-c3ccccc3)c3c2cnc2ccccc23)cc1C	16	-2	x	6	x	-0.3	0.9%	1	-1
Cc1cc(=O)oc2cc(OCC(=O)N3CC(=O)Nc4ccccc43)c(Cl)cc12	-5	5	3	-2	22	0.1	-0.3%	0	-8
COc1cc2c(cc1OC)CN(c1ccc3ccccc3n1)CC2	7	5	-3	-11	20	-0.8	0.7%	1	-2
FC(F)(F)c1cccc(NCc2n[nH]c(=S)n2C2CCCCC2)c1	-7	4	-2	-9	5	11	-0.1%	3	-3
O=S(=O)(c1ccccc1)c1cnc(-c2cccnc2)nc1-c1ccc(Cl)cc1Cl	1	-10	-8	1	-3	0.5	-2.8%	4	-4
CN(C)c1ccc(/C=N\S(=O)(=O)c2ccccc2)cc1	-3	0	2	-3	-10	0.5	5.3%	0	-9

# High-throughput results (PubChem)
